Assay outcomes (PubChem BioAssay)
Hsp70 activator: switches on Hsp70 transcription. HeLa Hsp70 promoter luciferase reporter, luminescence; scaled: vehicle 0, proteasome-inhibitor control 100%. activation, % at 10 µM. 200,000 compounds, 0.04% hits;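 active means activation above the mean across all tested compounds plus 3 SD, cutoff set per campaign, cut at about 5.5% in these data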;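 further: 100% = MG132 at 30 µM as the positive control and 0% = DMSO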
HMGR II inh: inhibitors of class II HMG-CoA reductase from Enterococcus faecalis; purified E. faecalis HMGR, NADPH absorbance 340 nm kinetic; inhibition, % at 10 µM; 190,000 compounds, 0.41% hits; AID 1066;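 active means inhibition above a set limit, the median over all tested compounds plus 3 SD, cut at about 9.5% in these data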;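 further: enzyme runs in reverse so mevalonate oxidation gives rising NADPH absorbance; 0% = complete reaction with DMSO and 100% = background rate lacking mevalonate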
STAT1 act: increases IFN-gamma driven STAT1 reporter signal | NIH 3T3 STAT1-luciferase reporter, luminescence; 100% = IFN-gamma alone, no compound | activation (% of control), % at 5.5 µM | 200,000 compounds, 2.6% hits | AID 932;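 active means activation above the screen-wide mean activation plus 3 SD, cut at about 130% in these data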;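 further: raw ratio to IFN-gamma control signal so 100% means no change and 0% no light; values of inactives mirror those of a sister screen read the other way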
APP 5'UTR act: APP 5'UTR luciferase reporter activation | 190,000 compounds, 1% hits | AID 1276 | SH-SY5Y APP 5'UTR luciferase reporter, luminescence; zero percent = DMSO vehicle wells | activation, % at 2 µM;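 active means activation above a set limit, based on mean plus 3 SD of controls, cut at about 140% in these data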; further: values of inactives mirror those of a sister screen read the other way
STAT1 inh: STAT1 signaling inhibition | NIH 3T3 STAT1-luciferase reporter, IFN-gamma, luminescence | inhibition, % at 5.5 µM | 200,000 compounds, 0.35% hits | AID 920;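 active means inhibition above a set limit, the mean inhibition across all tested compounds plus 3 SD, cut at about 34% in these data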;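 further: 0% = IFN-gamma with DMSO and 100% = IFN-gamma with 300 µM nifuroxazide; values of inactives mirror those of a sister screen read the other way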
NF-kB expr up: raises NF-kB expression in human neuronal cells | NF-kB reporter expression; stronger effect = higher value | fold change at 12.5 µM | 190,000 compounds, 1.6% hits | AID 1239; in the data active means fold change above about 3.3
TLR4-MyD88 BLA: inhibitors of human TLR4-MyD88 binding; O00206+Q99836; HeLa CL3-4 TLR4/MyD88 BLA complementation, FRET ratio; inhibition, % at 8.4 µM; 200,000 compounds, 0.18% hits; AID 861; in the data active means inhibition above about 25%;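 further: 0% = vehicle and 100% = reference inhibitor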
Target sequence (O00206 whole entry, looked up): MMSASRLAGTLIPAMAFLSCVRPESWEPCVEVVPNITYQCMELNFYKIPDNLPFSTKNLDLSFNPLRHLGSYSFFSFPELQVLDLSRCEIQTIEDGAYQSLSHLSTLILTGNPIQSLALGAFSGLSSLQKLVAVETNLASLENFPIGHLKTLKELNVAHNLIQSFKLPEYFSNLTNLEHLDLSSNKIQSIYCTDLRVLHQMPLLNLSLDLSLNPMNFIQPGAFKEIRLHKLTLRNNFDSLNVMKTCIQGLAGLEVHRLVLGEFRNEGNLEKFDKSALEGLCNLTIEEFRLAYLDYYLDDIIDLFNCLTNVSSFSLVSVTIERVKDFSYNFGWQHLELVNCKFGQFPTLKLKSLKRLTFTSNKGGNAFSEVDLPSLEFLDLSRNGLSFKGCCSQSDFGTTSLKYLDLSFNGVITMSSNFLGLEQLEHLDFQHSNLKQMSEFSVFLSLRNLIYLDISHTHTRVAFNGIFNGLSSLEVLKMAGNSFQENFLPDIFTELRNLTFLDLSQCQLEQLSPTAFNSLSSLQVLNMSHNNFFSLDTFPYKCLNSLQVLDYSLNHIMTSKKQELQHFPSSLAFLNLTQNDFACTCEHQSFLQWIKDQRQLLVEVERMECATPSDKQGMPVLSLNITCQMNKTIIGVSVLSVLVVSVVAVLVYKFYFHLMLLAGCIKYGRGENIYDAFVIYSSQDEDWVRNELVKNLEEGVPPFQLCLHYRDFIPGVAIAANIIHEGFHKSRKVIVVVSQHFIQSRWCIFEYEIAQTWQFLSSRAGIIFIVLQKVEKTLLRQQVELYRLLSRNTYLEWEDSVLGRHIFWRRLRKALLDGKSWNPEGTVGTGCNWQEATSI
Target sequence (Q99836 whole entry, looked up): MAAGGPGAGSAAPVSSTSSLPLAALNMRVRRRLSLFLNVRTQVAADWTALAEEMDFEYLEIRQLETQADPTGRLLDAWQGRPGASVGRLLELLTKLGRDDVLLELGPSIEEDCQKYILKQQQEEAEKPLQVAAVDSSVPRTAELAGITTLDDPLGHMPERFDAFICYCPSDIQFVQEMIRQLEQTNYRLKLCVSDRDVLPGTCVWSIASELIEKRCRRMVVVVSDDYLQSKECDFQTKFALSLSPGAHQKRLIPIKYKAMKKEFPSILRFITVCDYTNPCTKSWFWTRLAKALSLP
STAT3 blocker: inhibitors of IL-6 induced STAT3 signaling. inhibition, % at 5.5 µM. 190,000 compounds, 0.89% hits. AID 862. U3A cells, IL-6 STAT3-luciferase reporter, luminescence; host cell line lacks STAT1;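 active means inhibition above the mean inhibition across all screened compounds plus 3 SD, cut at about 44% in these data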;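 further: 0% = DMSO only wells and 100% = 100 µM nifuroxazide control wells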
STAT3 act: activators of IL-6 induced STAT3 signaling. activation (% of control), % at 5.6 µM. 190,000 compounds, 0.91% hits. U3A cells, IL-6 STAT3-luciferase reporter, luminescence; 100% = signal with IL-6 EC80 alone. AID 871;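 active means activation above the screen-wide mean of compound activation plus 3 SD, cut at about 130% in these data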;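 further: 0% = background luminescence of wells with medium and substrate only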
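System – human U3A cells carrying STAT3-luciferase construct · Probe or stimulus – Interleukin-6, 33 ng/mL · Schedule – compound 1 h, then IL-6 6 h at 37 °C · Signal – luminescence from STAT3-driven luciferase reporter · Evaluation – percent of IL-6-only median luminescence · Benchmarks – IL-6-only high control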
DTT redox prof: compounds producing H2O2 with reducing agent – biochemical, NIH compound library profiling, artefact control for MLSCN library redox annotation, primary screen. DTT-dependent redox cycling H2O2, phenol red/HRP absorbance; 100% = 100 µM peroxide control, 0% = buffer. activation, % at 10 µM. 200,000 compounds, 0.03% hits;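 active means activation of at least 50% relative to the plate's high and low controls in the primary single-dose screen; inactive means activation below 50%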;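 further: compound incubated with DTT at 0.8 mM final as the reducing agent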
Active calls of the source: *; · = not tested or not shown.

SMILES | Hsp70 activator | HMGR II inh | STAT1 act | APP 5'UTR act | STAT1 inh | NF-kB expr up | TLR4-MyD88 BLA | STAT3 blocker | STAT3 act | DTT redox prof
CCCOc1ccc(/C(O)=C2/C(=O)C(=O)N(CCCOC)C2c2ccncc2)cc1 (configuration not stated) | -0.3 | 0 | 100 | 4 | 0 | 1.1 | 8 | 8 | 96 | 1.8
CCn1c(CNC(=O)Cc2ccc(OC)cc2)nnc1SCC(=O)c1ccc(Br)cc1 | 0.3 | -9 | 96 | -4 | 4 | 1.1 | 0 | 7 | 97 | 0.4
COc1ccc(CCNC(=O)c2ccc(N(C)S(=O)(=O)c3ccc(C)cc3)cc2)cc1OC | -0.1 | -4 | 98 | -7 | 1 | 1.2 | -4 | 2 | 101 | -0.4
CCC1CCCCN1C(=S)NC1CCCCC1 (configuration not stated) | -0.4 | 1 | 94 | 27 | 7 | 0.91 | 0 | 0 | 100 | -0.3
Cc1c(C(=O)c2ccc([N+](=O)[O-])cc2)c(=O)n(C)c(=O)n1C | -0.2 | 0 | 102 | 4 | -2 | 1.3 | -23 | 0 | 109 | -0.6
Cc1cc(C)c2c(c1)NC(=O)C2(O)CC(=O)c1cccs1 (configuration not stated) | -0.2 | -3 | 105 | 3 | -7 | 1.1 | -4 | 1 | 102 | 1.2
Cc1cc(C)n(-c2ccc(N3CCOCC3)nn2)n1 | -0.2 | 1 | 103 | 16 | -3 | 1.4 | 6 | 7 | 97 | 2.0
Cc1ccsc1/C=N/Nc1nc2ccccc2s1 | -0.2 | -2 | 181* | 232* | -82 | 11* | -11 | -59 | 144* | -0.7
CCCCNC(=O)C1C2C=CC3(CN(Cc4ccc(C)cc4)C(=O)C13)O2 (configuration not stated) | -0.2 | 1 | 102 | 0 | -2 | 1 | 0 | 3 | 102 | 0.0
Cc1ccc(-n2c(-c3ccccc3)c[n+]3c2CCC3)cc1 | -0.1 | -3 | 76 | 1 | 26 | 0.69 | 0 | 62* | 51 | -0.2
O=C(CN1CCC(C(O)(c2ccccc2)c2ccccc2)CC1)Nc1ccccc1 | -0.2 | -11 | 84 | -17 | 18 | 0.81 | -4 | 9 | 98 | -2.8
Cc1cc(C)c2nc(SCC(=O)NC(=O)c3cccn3C)cc(C)c2c1 | -0.1 | 5 | 98 | -3 | 3 | 2 | -9 | 10 | 94 | -1.2
Cc1cc(C)n(C(=O)c2cccc(S(=O)(=O)N3CCOCC3)c2)n1 | -0.4 | -3 | 100 | 4 | 0 | 1.2 | -1 | 4 | 99 | 0.7
CNC(=O)/C(C#N)=C/c1ccc(-c2ccc(OC)cc2[N+](=O)[O-])o1 | 0.0 | 1 | 112 | 5 | -13 | 1 | 3 | 4 | 101 | -0.7
Cc1ccn2cc(CSc3ccccc3)nc2c1 | -0.1 | 2 | 131* | 172* | -33 | 6.3* | -2 | 11 | 94 | -0.2
CCCSC1=C(C#N)C(c2ccccc2OCC)CC(=O)N1 (configuration not stated) | 0.0 | 1 | 117 | 9 | -6 | 1 | -1 | -3 | 104 | 0.1
O=c1cc(-c2ccccc2)[nH]c2nc3ccccc3n12 | -0.4 | -5 | 94 | 116 | 6 | 4.8* | -22 | 36 | 73 | 0.8
CC(=O)Nc1ccc(OS(=O)(=O)c2ccc(C(C)(C)C)cc2)cc1 | 0.1 | 0 | 94 | -2 | 5 | 1.1 | 1 | -2 | 103 | -0.9
COc1cc(/C=N/NC(=O)CCc2ccccc2)ccc1O | -0.5 | -3 | 104 | 4 | -4 | 0.88 | -1 | 8 | 98 | 3.2
Cc1ccc(S(=O)(=O)NCc2nc3ccccc3c(=O)n2N)cc1 | -0.5 | 1 | 92 | -16 | 8 | 0.89 | 14 | 25 | 82 | 1.4
CCN(CC)c1nc2ccccc2n2cnnc12 | -0.2 | -8 | 95 | 4 | 6 | 0.93 | -15 | 4 | 99 | -0.3
Cc1noc(/C=C/N(C)C)c1S(=O)(=O)N1CCCC(C(=O)NCCC2=CCCCC2)C1 (configuration not stated) | -0.1 | · | 108 | -11 | -9 | · | -1 | 2 | 103 | -0.8
Cc1ccc(S(=O)(=O)N(C)Cc2ccc(C(=O)N/N=C/c3ccc(OC(F)F)cc3OC(F)F)cc2)cc1 | -0.2 | 1 | 98 | 6 | 2 | 0.88 | -2 | 30 | 75 | 0.2
COCCN1CN=C(Nc2nc3ccccc3o2)NC1 | 0.2 | -3 | 105 | 14 | -5 | 1.6 | -12 | 5 | 100 | -3.2
Cc1ccc(C(c2ccc(C)o2)c2cccc([N+](=O)[O-])c2O)o1 | -0.2 | -3 | 98 | 2 | 2 | 1.1 | 5 | -4 | 106 | 2.6
(further entries)
SMILES | Hsp70 activator | HMGR II inh | STAT1 act | APP 5'UTR act | STAT1 inh | NF-kB expr up | TLR4-MyD88 BLA | STAT3 blocker | STAT3 act | DTT redox prof
O=C(Nc1ccccn1)NC(C(F)(F)F)C(F)(F)F | -0.3 | 0 | 91 | -1 | 10 | 1.2 | 7 | -4 | 105 | 3.0
COCCNC(=O)C(c1ccccc1)N(CCOC)C(=O)Cn1nnc2ccccc21 (configuration not stated) | 0.1 | 1 | 97 | 11 | 4 | 0.98 | -2 | 3 | 101 | -0.4
CCOC(=O)CSc1nnc(-c2cccnc2)n1Cc1ccccc1 | 0.1 | -1 | 104 | -4 | -1 | 1.1 | -8 | 7 | 96 | 1.2
Cc1ccc2oc(=O)n(CCOc3ccccc3)c2c1 | -0.1 | -2 | 115 | -16 | -19 | 1.5 | 0 | 12 | 91 | 0.0
c1ccc(-c2nn3c(Cn4nnc5ccccc54)nnc3s2)nc1 | 0.1 | -5 | 93 | 27 | 8 | 1 | 4 | 5 | 99 | 0.5
Cc1ccccc1C(=O)NC(CC(C)C)C(=O)NN1C(=O)c2ccccc2C1=O (configuration not stated) | 0.1 | 3 | 98 | -2 | 0 | 1 | 10 | -5 | 109 | -0.6
CCOCC(=O)Nc1cc(Cl)ccc1C | -0.1 | -3 | 104 | 9 | -6 | 1.1 | 3 | 9 | 96 | -0.4
CS(=O)(=O)N(CC(=O)Nc1ccccc1-c1ccccc1)c1ccc(F)cc1 | -0.2 | -3 | 98 | -7 | 1 | 0.9 | 3 | 15 | 90 | -1.3
CC1=C(C(=O)N2CCCC(C(=O)c3cccc4ccccc34)C2)OCCO1 (configuration not stated) | -0.1 | -2 | 97 | -6 | 2 | 1 | -2 | 9 | 97 | -1.9
Cc1cc(C)c(NC(=O)Cn2cc3c(n2)CCCC3)c(C)c1 | 0.1 | 1 | 97 | -3 | 1 | 0.89 | 4 | 0 | 99 | -0.2
CC(=O)C1=C(C)NC(SCC(=O)Nc2nc3ccccc3s2)=C(C#N)C1c1ccc(Cl)cc1 (configuration not stated) | -0.3 | 2 | 110 | -14 | -11 | 0.93 | -4 | -15 | 119 | 0.3
COc1ccc(NS(=O)(=O)c2cccc(-c3n[nH]c(=S)n3Cc3ccccc3)c2)cc1 | 0.5 | -3 | 94 | 9 | 8 | 1.2 | 7 | 0 | 104 | -0.1
CSc1ccc(/C=C/C(=O)c2ccc(NC(=O)Cc3ccccc3)cc2)cc1 | 0.2 | -2 | 94 | 2 | 7 | 1.1 | 13 | 14 | 98 | 3.6
COCCCN=C(c1ccco1)n1c(=S)nc(-c2ccco2)n(CCCOC)c1=S | 0.0 | -5 | 109 | 22 | -10 | 1.3 | -13 | -14 | 114 | -0.3
CCOC(=O)/C=C/C(=O)OCC(=O)Nc1ccc(Cl)cc1Cl | -0.1 | -7 | 87 | 3 | 13 | 1 | -15 | -7 | 107 | -1.2
CCc1ccccc1NC(=O)c1onc(C)c1Cl | 0.1 | -9 | 108 | -9 | -9 | 1.2 | -15 | 9 | 100 | -0.9
N#Cc1cc(-c2ccc(Cl)cc2)cnc1Sc1ccccc1 | 0.1 | 2 | 104 | · | -5 | 1.6 | 7 | -7 | 111 | 1.8
CC(=O)Nc1ccc(-c2csc(NC(=O)CCCc3cccs3)n2)cc1 | -0.4 | 3 | 104 | 8 | -4 | 0.36 | -11 | 0 | 100 | ·
O=C(NCc1ccccc1)Nc1cccn(Cc2c(F)cccc2Cl)c1=O | 0.1 | 3 | 93 | -10 | 7 | 0.91 | -9 | 15 | 92 | -0.2
COc1ccc(N2CCN(CCC(N)=O)CC2)cc1 | -0.2 | -5 | 100 | · | 0 | 0.95 | -8 | -4 | 102 | 0.0
CCCCN(C)C(=O)CCC(=O)Nc1ccc2nc(N3CCOCC3)cc(C)c2c1 | -0.2 | 1 | 104 | 20 | -5 | 1.4 | -7 | 3 | 100 | -1.1
O=C(O)c1ccc(-n2cc(-c3cc4ccccc4oc3=O)[nH]c2=S)cc1 | -0.3 | 2 | 116 | 10 | -17 | 0.44 | 0 | 7 | 101 | 0.3
CCN1CCN(C(=O)CN(C)S(=O)(=O)c2ccc(OC)cc2)CC1 | -0.1 | -4 | 104 | -7 | -4 | 1.1 | -6 | 2 | 102 | 2.0
O=C(COc1ccc2ccc(=O)oc2c1)Nc1ccc2c(c1)OCCO2 | -0.2 | 1 | 96 | -6 | 5 | 1.2 | 10 | 16 | 89 | 2.3
CCN(CC)S(=O)(=O)c1ccc(Cc2ncc(C(F)(F)F)cc2Cl)s1 | -0.3 | 1 | 96 | 8 | 4 | 0.93 | -7 | 4 | 103 | 0.2

Overlap with the part before: two entries; new compounds follow.
SMILES | Hsp70 activator | HMGR II inh | STAT1 act | APP 5'UTR act | STAT1 inh | NF-kB expr up | TLR4-MyD88 BLA | STAT3 blocker | STAT3 act | DTT redox prof
O=C(COc1ccc2ccc(=O)oc2c1)Nc1ccc2c(c1)OCCO2 | -0.2 | 1 | 96 | -6 | 5 | 1.2 | 10 | 16 | 89 | 2.3
CCN(CC)S(=O)(=O)c1ccc(Cc2ncc(C(F)(F)F)cc2Cl)s1 | -0.3 | 1 | 96 | 8 | 4 | 0.93 | -7 | 4 | 103 | 0.2
Cc1nn(Cc2ccccc2)c(C)c1C(=O)Nc1ccc(N2CCOCC2)cc1 | -0.4 | 1 | 102 | 7 | -2 | 0.83 | -9 | 9 | 101 | 2.9
CC(C)Cc1nc2oc3c(NCC4CCCO4)ncnc3c2c2c1CCC2 (configuration not stated) | -0.1 | -4 | 113 | -9 | -14 | 0.53 | 8 | 15 | 90 | -0.8
O=C(NNS(=O)(=O)c1ccc(Cl)cc1)c1ccc(S(=O)(=O)N2CCCCC2)cc1 | -0.5 | 1 | 98 | 2 | 3 | 0.9 | -5 | 1 | 97 | 0.1
O=C(CSc1nc2cccnc2n1Cc1ccccc1)NCc1ccco1 | -0.4 | 0 | 98 | 4 | 2 | 0.78 | -11 | 2 | 102 | 0.3
CCCC1NC(=S)N(C2CCCCC2)C1=O (configuration not stated) | 0.6 | 3 | 96 | 15 | 5 | 1.5 | 1 | 2 | 98 | -0.5
O=C(Cn1c(NCCCO)nc2ccccc21)c1cccs1 | -0.5 | · | 97 | -5 | 4 | · | 8 | 2 | 102 | -0.4
COC(=O)c1ccc(NC(=O)C(C)Oc2ccccc2)cc1 (configuration not stated) | -0.3 | -7 | 100 | 16 | 0 | 1.1 | 1 | -4 | 106 | 0.6
